Bioassay records as filed in PubChem BioAssay.
HKDC1 inhibitor: inhibitors of human hexokinase HKDC1. Q2TB90. recombinant HKDC1, G6PDH/diaphorase resazurin coupled fluorescence. inhibition, % at 20 µM. actives 0.16% (n = 340,000);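 active = inhibition above about 35% when tested at 20 µM, limit read from the data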;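 also: plate controls were DMSO wells with enzyme for no effect and DMSO wells lacking enzyme for full effect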
Target sequence (Q2TB90 whole entry, looked up): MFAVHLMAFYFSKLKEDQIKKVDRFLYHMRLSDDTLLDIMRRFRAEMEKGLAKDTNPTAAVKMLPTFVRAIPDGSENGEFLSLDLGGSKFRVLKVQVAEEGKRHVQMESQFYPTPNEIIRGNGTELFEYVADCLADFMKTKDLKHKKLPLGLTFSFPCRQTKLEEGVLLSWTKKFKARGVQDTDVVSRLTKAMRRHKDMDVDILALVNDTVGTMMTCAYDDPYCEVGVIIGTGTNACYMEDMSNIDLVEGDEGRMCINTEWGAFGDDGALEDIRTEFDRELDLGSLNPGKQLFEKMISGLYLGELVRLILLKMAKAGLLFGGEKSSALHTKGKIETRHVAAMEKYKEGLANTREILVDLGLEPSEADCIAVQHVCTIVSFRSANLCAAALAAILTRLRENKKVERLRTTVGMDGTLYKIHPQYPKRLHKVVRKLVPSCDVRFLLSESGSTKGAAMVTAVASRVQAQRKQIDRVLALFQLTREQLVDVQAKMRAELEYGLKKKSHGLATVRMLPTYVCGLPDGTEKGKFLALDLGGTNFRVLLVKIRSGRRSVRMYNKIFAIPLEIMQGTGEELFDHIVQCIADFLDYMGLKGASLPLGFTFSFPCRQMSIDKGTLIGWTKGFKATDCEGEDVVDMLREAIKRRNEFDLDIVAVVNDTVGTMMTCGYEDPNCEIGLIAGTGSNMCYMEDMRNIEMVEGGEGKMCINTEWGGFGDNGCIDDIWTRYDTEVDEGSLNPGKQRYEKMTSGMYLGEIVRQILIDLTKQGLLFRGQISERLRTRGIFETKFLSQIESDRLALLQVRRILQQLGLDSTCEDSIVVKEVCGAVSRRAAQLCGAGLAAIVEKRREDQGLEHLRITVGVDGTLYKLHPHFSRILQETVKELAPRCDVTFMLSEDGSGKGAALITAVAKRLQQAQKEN
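Test system: Recombinant HKDC1 (HK5) hexokinase enzyme, produced in-house | Input: HKDC1 at 5 µg/mL | Buffer or medium: Tris pH 8.0 buffer with MgCl2, Tween-20, BSA, BME | Schedule: 90 min reaction incubation at room temperature, dark | Technique: Resazurin-to-resorufin fluorescence via G6PDH and diaphorase coupling, 525/613 nm | Controls: DMSO wells with and without enzyme mix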
SENP7 block: SENP7 protease inhibition; recombinant SENP7, Z-RLRGG-aminoluciferin luminescence, 40 min; inhibition, % at 5 µM; actives 1.5% (n = 330,000);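 active = inhibition above about 50% at the single test dose, limit read from the data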;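 also: plate controls were DMSO with enzyme for no effect and no enzyme buffer wells for full effect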
SENP6 block: SENP6 protease inhibition; Q9GZR1; Recombinant SENP6 catalytic domain, aminoluciferin luminescence; inhibition, % at 10 µM; actives 1.8% (n = 330,000);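 active = inhibition above about 50% at the single tested dose, limit read from the data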;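 also: plate controls were DMSO wells with enzyme for no effect and DMSO wells lacking enzyme for full effect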
SENP1 inh: SENP1 (human) catalytic domain inhibition | Q9P0U3 | recombinant SENP1 catalytic domain, CyPet-SUMO1-YPet FRET cleavage | inhibition, % at 10 µM | actives 0.21% (n = 360,000);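 active = inhibition at least 30% at 10 µM, raw YFP signal under a set limit, fluorescence ratio 0.5 to 1.5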;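 also: 0% = enzyme with DMSO and 100% = no enzyme wells; some results filed as inactive read as strong as hits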
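System: Recombinant human SENP1 catalytic domain, His6-tagged | Incubation: Enzyme reaction for 50 min at room temperature, dark | Medium: Tris pH 8 with BME, BSA, NP40 and catalase | Also added: 25 nM SUMO1 FRET substrate | Compound: 10 µM single point, 0.5% DMSO | Measured by: FRET fluorescence in CFP and YFP emission channels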
UBC13 polyUb: human UBC13 polyubiquitination inhibition | P61088 | UBC13 polyubiquitin chain formation, TR-FRET | inhibition, % at 20 µM | actives 0.47% (n = 330,000) | AID 485273; in the data active = inhibition above about 45%, passing the limit was not always enough
Target sequence (P61088 whole entry, looked up): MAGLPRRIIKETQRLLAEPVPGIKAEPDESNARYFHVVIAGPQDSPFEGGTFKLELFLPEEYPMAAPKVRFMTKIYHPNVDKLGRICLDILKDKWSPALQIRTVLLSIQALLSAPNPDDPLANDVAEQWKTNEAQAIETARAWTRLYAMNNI
SENP8 block-1: SENP8 protease inhibition; purified SENP8, Z-RLRGG-aminoluciferin cleavage, luminescence; inhibition, % at 10 µM; actives 1.2% (n = 330,000); AID 2540; in the data active = inhibition above about 50%
SENP8 block-2: blocks human SENP8 cleavage of Nedd8 substrate; actives 0.64% (n = 360,000); inhibition, % at 20 µM; AID 602440; recombinant SENP8, Nedd8 substrate fluorescence; Q96LD8; in the data active = inhibition mostly above about 40%, no sharp cut-off; inactive = mostly below about 27%
PfG6PD inh: PfG6PD (Plasmodium falciparum) enzyme inhibition | PfGluPho enzyme, NADPH resazurin-diaphorase fluorescence | inhibition, % at 20 µM | actives 0.78% (n = 350,000) | AID 504690;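 active = inhibition reaching at least a set limit at 20 µM in the primary screen, cut at about 59% in these data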;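 also: 0% = DMSO wells with substrate and 100% = DMSO wells lacking glucose-6-phosphate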
MIN6 prolif: inducers of beta-cell replication in MIN6 cells; MIN6 cells proliferation, ATPlite luminescence, 48 h; cells starved in 0.2% serum; 100% = growth in 10% serum; proliferation, % at 10 µM; actives 0.29% (n = 330,000);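 active = compounds whose signal lies at least 3.5 SD above the mean of all wells on their plate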;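 also: 0% = DMSO-treated cells in low-serum medium and 100% = 10% serum control; some compounds called inactive have numbers as strong as hits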
Starred values were filed as active, the others as inactive; nt = not tested or not shown.

SMILES	HKDC1 inhibitor	SENP7 block	SENP6 block	SENP1 inh	UBC13 polyUb	SENP8 block-1	SENP8 block-2	PfG6PD inh	MIN6 prolif
On1c2c(c3c4nonc4ccc31)CCCC2	nt	4	1	nt	-6	6	nt	nt	-2
c1csc(CNCCCN2CCOCC2)c1	-11	3	7	3	2	3	7	-17	-5
NC(=S)N=Nc1c(O)[nH]c2ccccc12	-12	-1	4	4	63*	2	17	-25	0
O=C(CC1CC2CCC1C2)N1CCN(S(=O)(=O)c2ccccc2F)CC1 (stereo not given)	-4	-7	-14	3	8	-11	1	-8	-2
O=C1c2ccccc2NC(c2ccccc2Cl)N1N=C1CCCCCC1 (stereo not given)	-5	3	18	-1	2	3	-187	0	-3
CN(CC(=O)NC1CCN(Cc2ccccc2)CC1)S(=O)(=O)c1ccc(Cl)s1	4	1	-8	-1	8	7	5	-5	-2
CCC(=O)Nc1cc(-c2nn(CC(=O)N3CCCCC3)c(=O)c3ccccc23)ccc1N1CCOCC1	1	5	5	-1	3	-5	-10	-5	0
N/C(=N/O)c1nc(N2CCCC2)nc(N(c2ccccc2)c2ccccc2)n1	-3	-1	-14	-3	7	-1	6	-32	-2
C=CCOc1ccccc1CN1CCSCC1	-12	-2	-4	2	11	4	12	-6	0
O=C(Nc1nc2ccc(Cl)cc2s1)[C@@H]1CCCN1C(=O)c1cccs1	-4	2	-5	-5	2	-3	0	2	-2
CC12Cc3ccc4ccccc4c3C=C1C[N+](C)(C)C2 (stereo not given)	6	0	-14	-1	-13	-9	-95	0	-2
C(=NN1CCCCCC1)c1ccc2c(c1)OCO2	0	nt	nt	-8	nt	nt	-9	3	nt
CC1CCCN(C(=O)CSc2nnc(-c3ccncc3)n2C)C1 (stereo not given)	-10	5	-9	0	-6	0	3	-10	1
Cn1c(SCC(=O)NC2CCCCC2)nnc1-c1ccc(N)cc1	-5	-5	-17	2	-2	-4	-1	12	-2
NS(=O)(=O)c1ccc(NCc2cc(Cl)ccc2OCc2ccccc2F)cc1	-5	-1	9	1	25	3	11	-2	-6

2 consecutive entries already listed:
SMILES	HKDC1 inhibitor	SENP7 block	SENP6 block	SENP1 inh	UBC13 polyUb	SENP8 block-1	SENP8 block-2	PfG6PD inh	MIN6 prolif
CCC(=O)Nc1cc(-c2nn(CC(=O)N3CCCCC3)c(=O)c3ccccc23)ccc1N1CCOCC1	1	5	5	-1	3	-5	-10	-5	0
N/C(=N/O)c1nc(N2CCCC2)nc(N(c2ccccc2)c2ccccc2)n1	-3	-1	-14	-3	7	-1	6	-32	-2

Reformatted: entries from further up.
Each structure is followed by: HKDC1 inhibitor | SENP7 block | SENP6 block | SENP1 inh | UBC13 polyUb | SENP8 block-1 | SENP8 block-2 | PfG6PD inh | MIN6 prolif
On1c2c(c3c4nonc4ccc31)CCCC2
→ nt | 4 | 1 | nt | -6 | 6 | nt | nt | -2
c1csc(CNCCCN2CCOCC2)c1
→ -11 | 3 | 7 | 3 | 2 | 3 | 7 | -17 | -5
NC(=S)N=Nc1c(O)[nH]c2ccccc12
→ -12 | -1 | 4 | 4 | 63* | 2 | 17 | -25 | 0
O=C(CC1CC2CCC1C2)N1CCN(S(=O)(=O)c2ccccc2F)CC1 (stereo not given)
→ -4 | -7 | -14 | 3 | 8 | -11 | 1 | -8 | -2
O=C1c2ccccc2NC(c2ccccc2Cl)N1N=C1CCCCCC1 (stereo not given)
→ -5 | 3 | 18 | -1 | 2 | 3 | -187 | 0 | -3
CN(CC(=O)NC1CCN(Cc2ccccc2)CC1)S(=O)(=O)c1ccc(Cl)s1
→ 4 | 1 | -8 | -1 | 8 | 7 | 5 | -5 | -2
CCC(=O)Nc1cc(-c2nn(CC(=O)N3CCCCC3)c(=O)c3ccccc23)ccc1N1CCOCC1
→ 1 | 5 | 5 | -1 | 3 | -5 | -10 | -5 | 0
N/C(=N/O)c1nc(N2CCCC2)nc(N(c2ccccc2)c2ccccc2)n1
→ -3 | -1 | -14 | -3 | 7 | -1 | 6 | -32 | -2
C=CCOc1ccccc1CN1CCSCC1
→ -12 | -2 | -4 | 2 | 11 | 4 | 12 | -6 | 0
O=C(Nc1nc2ccc(Cl)cc2s1)[C@@H]1CCCN1C(=O)c1cccs1
→ -4 | 2 | -5 | -5 | 2 | -3 | 0 | 2 | -2
CC12Cc3ccc4ccccc4c3C=C1C[N+](C)(C)C2 (stereo not given)
→ 6 | 0 | -14 | -1 | -13 | -9 | -95 | 0 | -2
C(=NN1CCCCCC1)c1ccc2c(c1)OCO2
→ 0 | nt | nt | -8 | nt | nt | -9 | 3 | nt
CC1CCCN(C(=O)CSc2nnc(-c3ccncc3)n2C)C1 (stereo not given)
→ -10 | 5 | -9 | 0 | -6 | 0 | 3 | -10 | 1

Other compounds follow:
SMILES	HKDC1 inhibitor	SENP7 block	SENP6 block	SENP1 inh	UBC13 polyUb	SENP8 block-1	SENP8 block-2	PfG6PD inh	MIN6 prolif
Cc1ccc(C(=O)Nc2ccnc(-c3cccnc3)n2)cc1	-10	0	-21	2	8	-9	7	9	1
CC(C)C(NS(=O)(=O)c1c(Cl)cccc1Cl)C(=O)OCC(=O)c1c[nH]c2ccccc12 (stereo not given)	-2	-4	-7	-1	0	-14	-7	-5	-4
N#Cc1cc(C(=O)c2cc(F)ccc2O)cn(-c2nccs2)c1=O	16	-9	12	-26	-47	-3	-51	-20	-2
COC(=O)[C@]1(C)N[C@H](c2ccc(-c3ccc(F)cc3)cc2)[C@@H]2C(=O)N(C)C(=O)[C@@H]21	-7	-1	-5	0	0	3	6	-9	-3
CCOC(=O)N1CCN(C(=O)CSc2ccc(Cl)cc2)CC1	2	3	4	3	8	-2	14	2	-2
COc1ccc(C2C(C(C)=O)=C(O)C(=O)N2c2nc3ccccc3s2)cc1OC (stereo not given)	-2	4	-4	-8	-10	-2	-26	16	2
Nn1cc(-c2ccccc2)nc1SCC(=O)NCC(F)(F)F	-14	2	-43	0	6	3	4	18	-2
CO/N=C/c1ccc(Sc2ccccc2)c([N+](=O)[O-])c1	0	0	-4	3	6	-12	29	-3	1
O=C(NCc1ccccc1)C1=C[C@H](C2CCCCC2)C[C@H](OCc2ccc(CO)cc2)O1	-1	-3	-17	3	12	-5	4	-5	-8
COc1ccccc1CNC(=O)C(C)n1cccc1C(=O)c1ccccc1 (stereo not given)	2	10	-6	1	-1	-7	19	-16	6
CCOc1ccc(NC(=O)c2ccccc2NS(=O)(=O)c2ccc(F)cc2)c([N+](=O)[O-])c1	3	-2	-4	2	-26	-14	16	-26	-6
O=C(CSc1nc(-c2ccccc2)ns1)NCC1CCCO1 (stereo not given)	0	4	-4	0	3	-2	10	22	1
O=C(NCCc1c[nH]c2ccccc12)C(=O)NCC(c1cccnc1)N1CCN(c2ccccc2)CC1 (stereo not given)	-3	6	-14	0	-4	-6	16	3	4
CCC(Oc1ccccc1)C(=O)N1CCN(C(=O)C(CC)Oc2ccccc2)CC1 (stereo not given)	-10	-6	-8	2	-6	-8	7	2	-2
Cc1ccc(Sc2c(O)c3ccccc3n(C)c2=O)cc1	10	nt	nt	2	nt	nt	-119	6	nt
O=C(NCCCN1CCOCC1)C1(c2ccccc2)CCOCC1	-5	3	-4	-1	-6	4	4	-4	-1
Cc1nn(Cc2ccc(F)cc2)c(C)c1NC(=O)c1cccnc1Cl	-8	6	7	0	3	-2	22	-2	0
Nc1cccc2[nH]c(C(F)(F)F)nc12	20	6	12	-4	15	4	-2	26	7
CCCCn1c(CCC)nc([N+](=O)[O-])c1Sc1ccc(Cl)cn1	11	0	-10	-1	7	0	0	-1	-6
O=C(COc1ccc(C(=S)N2CCOCC2)cc1)Nc1ccccc1C(F)(F)F	-7	-2	-24	1	0	1	11	-5	-3
CCCc1nc2sc3c(=O)n(N)cnc3c2c2c1COC(C)(C)C2	nt	5	-11	nt	-22	-4	nt	nt	3
COc1ccc(CNC(=O)CCNC(=O)c2ccco2)cc1OC	-2	13	-4	0	-2	-14	3	-6	2
COCCCNC(=O)c1ccc([N+](=O)[O-])cc1	14	9	-4	-1	-7	3	8	-5	0
O=C1NC(c2ccccn2)Nc2sc3c(c21)CCC3 (stereo not given)	0	10	26	-3	22	8	-389	19	-2
O=C1NC(Cc2ccccc2)c2nc3ccc(F)cc3c(=O)n2-c2ccccc21 (stereo not given)	nt	-1	-9	nt	4	0	nt	nt	1
Cn1cc(CNC(=O)c2ccc(OC3CCN(Cc4ccccn4)CC3)cc2)cn1	-3	5	9	-4	3	2	4	-2	-1
CCOc1ccccc1CNS(=O)(=O)c1ccc2c(c1)oc(=O)n2C	-7	0	-9	-2	4	7	-1	16	-4
CCc1nnc(NC(=O)c2cccc(NC(=O)C(C)C)c2)s1	-3	-3	-2	-22	5	-7	-3	6	4
O=C(Cn1nc(-c2cccc([N+](=O)[O-])c2)c2ccccc2c1=O)NCC1CCCO1 (stereo not given)	-7	4	-7	0	0	0	7	9	2
CS(=O)(=O)N1CCC(C(=O)Nc2ccc(Cl)c(Cl)c2)CC1	-12	1	-17	2	4	0	14	7	1
CS(=O)(=O)c1ccc(Cl)c(NC(=O)CCNC(=O)c2ccco2)c1	-1	0	-2	0	1	4	11	1	-3
O=C(CSc1nnc2ccc(-c3ccc(F)cc3)nn12)N1CCCC1	-8	9	9	1	-1	-1	13	5	-5
Cc1cc(=O)n2c3c(cccc13)CCC2	3	2	-15	-1	-4	-4	-31	-7	-1
Nn1c(SCC(=O)N2CCOCC2)nnc1-c1ccco1	-6	1	9	2	0	0	15	-7	0
CCCC(=O)Nc1ccc(-c2nc3cc(C)c(C)cc3o2)c(O)c1	-2	8	-4	-4	5	-2	-446	-12	-1
O=c1cc(-c2ccccc2)oc2cc(O)ccc12	3	nt	nt	21	nt	nt	-22	6	nt
CN(C)c1ccc(/C=N/NC(=O)c2ccnn2C)cc1	-10	98*	95*	1	-14	91*	-252	6	0
COc1ccc(C(=O)Nc2nnc(SCC(=O)Nc3ccc(NC(C)=O)cc3)s2)c(OC)c1	0	47	22	1	3	-4	-74	-5	0
O=C(Nc1ccc2nc3n(c(=O)c2c1)CCCC3)c1ccccc1F	-5	-1	1	1	8	-1	8	14	-3
O=S(=O)(Cc1ccc(Cl)cc1)N1CCN(c2ncccn2)CC1	5	1	8	-1	2	7	-16	7	3
CC(CC(=O)Nc1ccc(F)c([N+](=O)[O-])c1)c1ccccc1 (stereo not given)	-8	-1	-1	1	9	-5	-3	5	-1
O=C(O)c1ccc(N/N=C/c2ccc(-c3ccccc3Cl)o2)cc1	3	88*	98*	-49	-1	97*	-429	-6	-2
CCCN(CCC)S(=O)(=O)c1cccc(C(=O)N=c2sccn2C)c1	0	-14	3	1	-5	-8	-84	13	-1
NC(=O)C1(Nc2ccc(-c3ccc(Br)cc3)cc2)CCCC1	-1	nt	nt	1	nt	nt	9	-11	nt
O=C(CCC1CCCN(C(=O)C2=CCCCC2)C1)N1CCN(c2ccccn2)CC1 (stereo not given)	16	4	-1	0	-3	4	-24	-6	-1
